# Source: PubChem (several laboratories)
# MsrA inhibitor = bovine MsrA inhibition. hit rate 0.75% among 360,000. inhibition, % at 15.5 µM. AID 651718. purified bovine MsrA, absorbance read-out; in the data active means inhibition above about 4.5%;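 further: 0% = vehicle wells with enzyme and 100% = reference inhibitor wells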
# bovine MsrA act = activators of bovine methionine sulfoxide reductase A; hit rate 0.3% among 360,000; AID 602163; purified bovine MsrA, absorbance read-out; activation, % at 10.6 µM; in the data active means activation above about 7.5%;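 further: 0% = vehicle and 100% = reference activator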
# Rpn11 inh = Rpn11 (human) deubiquitinase inhibition. human 26S proteasome, Ub4-pepOG fluorescence polarization; 20S core pre-blocked with epoxomicin. calls only at 20 µM. hit rate 0.59% among 360,000. AID 588493;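 active means inhibition at 20 µM, scaled to each plate's controls, above about 33%, limit read from the data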
# Rin1 Abl inh = blocks binding of human Rin1 to Abl; TR-FRET Rin1/Abl binding, biochemical; inhibition, % at 7.35 µM; hit rate 0.4% among 360,000; AID 588664; P00519+Q13671; in the data active means inhibition above about 5%, passing the limit was not always enough
# MT1-MMP act inh = MT1-MMP (human) activation inhibition; hit rate 0.061% among 360,000; GFP/RFP ratio change, % at 20 µM; AID 651647; HT1080 RFP-PRO-GFP cells, GFP/RFP ratio fluorescence, overnight; percent of plate control window, DMSO zero;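 active means GFP/RFP ratio change of at least 30% with cell ATP level not reduced by more than half and red fluorescence within 50% of control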; further: strong numbers were not always called active
#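 Assay system – RFP-PRO-GFP reporter HT1080 cells · Compound dosing – single dose of 20 µM compound, 1% DMSO final · Incubation – overnight compound exposure at 37 °C · Measure – GFP/RFP fluorescence ratio · Benchmarks – DMSO wells and RFP-L50D-GFP cells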
# CSN deneddyl inh = inhibitors of human CSN-mediated cullin deneddylation. AID 651999. Q92905. inhibition, % at 12.5 µM. Purified CSN, SCF-Nedd8-OG deneddylation, fluorescence polarization. hit rate 0.38% among 360,000;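 active means pattern-corrected inhibition above about 35%, with an unprinted fluorescence ratio check between 0.5 and 1.5, limit read from the data, passing the limit was not always enough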;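 further: 0% = enzyme with substrate and 100% = substrate without enzyme; some results filed as inactive read as strong as hits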
#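 Test system: purified human Csn5 enzyme expressed in HEK293T cells. Amount: 0.24 nM enzyme. Reagent: SCFSkp2-Nedd8OG substrate at 10 nM final. Schedule: 90 min incubation of compound, enzyme and substrate at room temperature. Detection: fluorescence polarization. Read-out: % inhibition of substrate cleavage by Csn5.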
# FAS-TE inh = inhibitors of human fatty acid synthase thioesterase domain | recombinant FAS-TE, OMFH fluorogenic substrate, fluorescence endpoint | hit rate 0.67% among 360,000 | inhibition, % at 15 µM;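 active means compounds whose normalised, plate-corrected inhibition of enzyme fluorescence in the single-dose primary screen is 50% or more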;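 further: 0% = DMSO with enzyme and 100% = substrate without enzyme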
# MLLE-PAM2 inh = blocks PAM2 peptide binding to the PABP1 MLLE domain | P11940 | GST-MLLE / FITC-PAM2 fluorescence polarization | inhibition, % at 20 µM | hit rate 0.36% among 360,000 | AID 588489; in the data active means inhibition above about 35%, passing the limit was not always enough;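 further: plate controls were DMSO wells with GST-MLLE for no effect and wells lacking GST-MLLE protein for full effect; some results filed as inactive read as strong as hits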
# E coli Lon inh = inhibitors of E. coli Lon protease. P0A9M0. purified E. coli Lon protease, fluorescence polarization. inhibition, % at 7.94 µM. hit rate 0.42% among 360,000. AID 602123; in the data active means inhibition above about 13%, passing the limit was not always enough;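 further: 0% = enzyme with probe and DMSO and 100% = no enzyme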
# Starred values were filed as active, the others as inactive; i = inactive; · = not tested or not shown.
mol	FAS-TE inh	Rin1 Abl inh	E coli Lon inh	CSN deneddyl inh	MsrA inhibitor	bovine MsrA act	MLLE-PAM2 inh	Rpn11 inh	MT1-MMP act inh
C=CCn1c(SCc2ccc(F)cc2)nc2c1c(=O)[nH]c(=O)n2C	-4	1	-5	4	-0.4	-7	20	i	0
CCN(CC)CCNC(=O)c1ccc(NC(=O)CC(NC(=O)c2ccccc2Cl)c2ccccc2)cc1 (stereo not given)	-2	0	-5	0	0.2	0	8	i	0
CC(=O)C1=C(O)C(=O)N(c2ccccn2)C1c1ccc(Cl)cc1 (stereo not given)	-5	-5	0	5	1.4	0	1	i	-2
CCc1onc(C)c1C(=O)Nc1ccc2c(c1)OCO2	-2	0	5	-3	0.5	-3	6	i	0
Cc1ccc(CNS(=O)(=O)c2cn(C)c(=O)n(C)c2=O)cc1	-8	-5	-5	1	-0.1	-2	12	i	1
CC(C)c1nc(SCC(=O)Nc2cccc(S(N)(=O)=O)c2)n[nH]1	-8	2	-5	-4	0.9	1	5	i	0
N#C/C(=C/c1ccc(N2CCCC2)c([N+](=O)[O-])c1)c1nc2ccccc2[nH]1	22	-8	-9	1	1.4	0	-30	i	6
COc1ccc(O)c(C(c2c(C)[nH][nH]c2=O)c2c(C)[nH][nH]c2=O)c1	7	22*	-2	-8	2.1	2	17	i	2
CCOC(=O)N1CCC(N2CC34C=CC(O3)C(C(=O)Nc3ccc(C(C)C)cc3)C4C2=O)CC1 (stereo not given)	-3	-2	-2	2	0.4	-8	3	i	1
NC(c1ccccc1)c1csc(NC(=O)Nc2cccc(Cl)c2)n1 (stereo not given)	-7	-1	-12	3	0.3	0	-5	i	1
O=C(COC(=O)CCN1C(=O)c2cccc([N+](=O)[O-])c2C1=O)NCc1ccccc1	0	-1	12	-5	0.3	-3	-1	i	-1
COc1ccc(CNC(=O)C2CCCN(C(=O)Nc3ccc(OC)cc3)C2)cc1 (stereo not given)	-3	4	5	-4	-1.2	-1	-5	i	-1
FC(F)(F)c1ccc(N/N=C/c2cccnc2)nc1	0	2	4	4	3.0	-4	-1	i	-6
C=CCSC(=C(C#N)C#N)c1cc2c([nH]1)CCCC2	21	3	-18	-2	0.3	-13	5	i	-9
O=C(Nc1ccc2c(c1)OCO2)Nc1cnccn1	-7	-1	3	2	0.9	-2	9	i	2
Cn1cc(SCC(=O)N2CCOCC2)c2ccccc21	-8	-5	0	-3	-0.2	2	21	i	-1
COc1cccc(CNC(=O)C2CCN(S(=O)(=O)c3ccc4c(c3)CC(C)N4C(C)=O)CC2)c1 (stereo not given)	-7	4	-5	-4	-0.2	-2	9	i	2
O=C(CN1CCN(S(=O)(=O)c2ccc(F)cc2)CC1)NCC1(N2CCOCC2)CCCCC1	-4	5	-4	-2	-0.9	1	-8	i	-2
CC(NC(=O)C(=O)NCCc1c[nH]c2ccccc12)c1ccccc1 (stereo not given)	0	3	2	44	-1.6	-2	-9	i	1
O=C(COc1cc(Cl)ccc1Cl)Nc1ccc2c(c1)CCC2	-3	2	-1	1	0.1	-3	-12	i	3
CCc1cccc(CC)c1NC(=O)COC(=O)Cc1ccsc1	-8	0	-8	-5	2.3	-7	7	i	-2
COc1ccc(/C=N/NC(=O)c2nnn(-c3nonc3N)c2C)cc1OC	-11	-1	-7	0	0.8	-3	-3	i	2
O=C1c2ccccc2C(=O)C1Cc1cccc2ccccc12	-1	-3	1	-3	-0.7	-1	-2	i	-3
COc1ccc(Cl)cc1NC(=O)CN(C)C(=O)COc1ccccc1F	2	-2	12	-7	-0.3	-2	-16	i	·
O=C1Nc2ccccc2O/C1=C\c1c(F)cccc1Cl	-4	0	29	1	0.1	-6	2	i	1
O=S(=O)([N-]c1nc2ccccc2nc1-[n+]1ccc(-c2ccncc2)cc1)c1ccccc1	-26	-2	47*	-60	-1.5	-4	158	i	-81
COc1ccc(N(C(=O)c2snc(C(N)=O)c2N)C(C(=O)NCc2ccccc2)c2ccc(F)cc2)c(OC)c1 (stereo not given)	11	9.9*	-2	4	0.4	-1	-7	i	-9
CSCCC(C(=O)Nc1c(C)cccc1C)N1CCN(c2ccc(F)cc2)CC1 (stereo not given)	4	3	-2	3	1.1	-1	3	i	6
CCC(=O)Nc1cccc(-n2nnnc2SCC(=O)NCc2ccco2)c1	-3	2	-4	-1	0.7	2	0	i	-4
O=C(c1noc2c1CCCC2)N1CCCC(N2CCN(c3ccccc3F)CC2)C1 (stereo not given)	-1	-2	10	-2	·	-2	4	i	2
Cc1cc(NC(=O)CNC(=O)C2CCCCC2)no1	-7	1	-8	0	-0.6	-2	-3	i	10
O=C(NCc1ccccn1)[C@@H]1CCCN1C(=O)[C@@H]1CCCN1	-12	·	-3	1	-0.3	-3	·	·	7
Cc1nn(CC(=O)NC2CCCC2)c(C)c1[N+](=O)[O-]	-7	0	-5	0	0.4	-2	-7	i	7
CN1CCSc2ccc(C(=O)NCc3cccc(F)c3)cc21	6	0	4	-4	0.5	4	18	i	0
COc1cccc(CNC(=O)COC(=O)c2ccc(Cl)s2)c1	-9	-4	-2	6	-0.1	-4	9	i	0
O=C(CCC(=O)OCc1ccc(C(=O)Oc2ccccc2)cc1)Nc1cccc2ccccc12	24	0	0	3	-0.5	2	-4	i	3
COc1ccc(CNC(=O)COC(=O)CCOc2ccc(C)cc2)cc1OC	0	2	-9	1	-1.8	-2	-11	i	-6
CCCN(CCC)CCNC(=O)C1CC(=O)N(c2ccc(OC)cc2)C1c1ccc(OC)cc1 (stereo not given)	-7	1	-7	8	0.8	-3	-4	i	-1
COc1cccc(NC(=O)C2CCCCC2)c1	-10	-3	3	-1	0.3	-12	5	i	-1
Cc1ccc(NC(=O)[C@@H](CC(C)C)NC(=O)[C@@H]2Cc3ccccc3CN2)cc1	3	4	-8	1	-0.4	-1	10	i	1
COc1ccc(S(=O)(=O)N2CCC(C(=O)NC3CC3)CC2)cc1	-4	3	-12	3	-0.1	-2	3	i	0
Cc1cccc(C(=O)Nc2cccc(OC(=O)c3cccc(C)c3)c2)c1	13	0	-7	0	2.1	1	-3	i	-2
CNC(=S)NCCc1ccc(OC)c(OC)c1	-11	2	3	2	0.2	-2	-71	i	3
CN(Cc1ccco1)C(=O)c1ccc(OC2CCN(Cc3ccccn3)CC2)cc1	-2	0	-3	2	-1.0	-1	5	i	-2
O=C(C1=C[C@H](C2CCCCC2)C[C@H](OCc2ccc(CO)cc2)O1)N1CCOCC1	3	3	-8	1	-0.5	-2	22	i	3
C/C=C/c1ccc(OCCOCCNCc2ccccc2)c(OC)c1	-5	1	-8	6	0.8	-1	12	i	-2
CCOC(=O)C1=C(COc2ccc(F)cc2Cl)NC(=O)NC1c1cc(C)ccc1C (stereo not given)	5	0	7	3	-1.0	-3	5	i	-1
COc1cccc(Nc2nc(-c3ccccc3)nc3ccccc23)c1	30	0	14	4	1.3	-1	-5	i	-1
COC(=O)N/N=C/c1cn(Cc2ccc(F)cc2)c2ccccc12	5	0	-6	-4	0.3	-3	-3	i	2
c1ccc(-c2nnc(N3CCN(c4ccccn4)CC3)c3ccccc23)cc1	5	1	11	3	-0.5	-10	-15	i	3
O=C(NC(c1ccc(F)cc1)c1cnccn1)C1CCN(CCOc2ccc(Cl)cc2Cl)CC1 (stereo not given)	-1	-2	1	0	1.1	-6	0	i	-3
Cc1c(C(=O)N(Cc2ccccc2)C(C)C)oc2ccc(S(=O)(=O)N3CCOCC3)cc12	12	2	0	0	-0.6	0	9	i	-3
CCOCCCn1c(SCc2ccccc2)nnc1-c1ccncc1	-3	0	0	2	1.8	3	-10	i	0
C=CCOC(=O)C1=C[C@H](C2CC2)[C@@H](CCCO)[C@H](OCC)O1	-6	3	-10	-3	0.4	4	0	i	3
CNC(=O)COC(=O)/C=C/c1cccc(F)c1	-4	0	-4	-2	-0.4	-3	20	i	-4
C/C(=N\NC(=O)c1nonc1N)c1cccs1	-13	-1	3	3	2.4	-2	-7	i	-2
CC1CCN(CC(=O)Nc2ccc(S(=O)(=O)NC3CC3)cc2)CC1	-3	0	3	0	-0.1	-3	3	i	-2
O=C1CC(c2ccccc2)Oc2cc(O)cc(O)c21 (stereo not given)	-1	0	-8	0	2.1	-3	-2	i	4
COc1ccc(Cn2c(C(C)C)nc3sc4ccccc4c(=O)c3c2=O)cc1	25	-3	0	-2	-0.6	-3	5	i	3
CCOC(=O)N1CCN(CCC(=O)c2ccc(Br)cc2)CC1	-6	4	-13	-1	0.2	-2	26	i	-2

# Taken from the entries so far for reference:
mol	FAS-TE inh	Rin1 Abl inh	E coli Lon inh	CSN deneddyl inh	MsrA inhibitor	bovine MsrA act	MLLE-PAM2 inh	Rpn11 inh	MT1-MMP act inh
COC(=O)N/N=C/c1cn(Cc2ccc(F)cc2)c2ccccc12	5	0	-6	-4	0.3	-3	-3	i	2
c1ccc(-c2nnc(N3CCN(c4ccccn4)CC3)c3ccccc23)cc1	5	1	11	3	-0.5	-10	-15	i	3

# The listing continues:
mol	FAS-TE inh	Rin1 Abl inh	E coli Lon inh	CSN deneddyl inh	MsrA inhibitor	bovine MsrA act	MLLE-PAM2 inh	Rpn11 inh	MT1-MMP act inh
COc1cc(S(=O)(=O)NC2CCCC2)ccc1Cl	-2	1	5	-3	-0.2	-3	0	i	1
O=C(c1cccc([N+](=O)[O-])c1)N1CCN(S(=O)(=O)N2CCCCC2)CC1	-4	2	-6	-1	-0.1	-2	-2	i	1
CS(=O)(=O)Nc1cccc(C2=NN(S(=O)(=O)c3ccc(F)cc3)C(c3cccs3)C2)c1 (stereo not given)	12	-2	-50	2	0.0	-2	4	i	-12
Cc1ccc(NCc2nnc(SCCN3CCCCC3)n2CC2CCCO2)cc1Cl (stereo not given)	-5	1	1	5	-0.8	-8	-38	i	-1
COC(=O)[C@H](CCSC)NC(=O)N1CCC(C)CC1	-6	1	-9	-8	-0.1	-3	8	i	7
COC(=O)C(C(=O)OC)C(CC(=O)c1ccc(Br)cc1)c1ccccc1 (stereo not given)	35	2	5	-1	0.8	-7	2	i	-1
C[C@@H](NCCc1ccc(O)cc1)[C@@H](O)c1ccc(O)cc1	-8	-2	-7	3	-1.0	-8	-5	i	4
Cc1cc(C)n(S(=O)(=O)c2ccccc2)n1	-6	1	-5	6	-0.1	-3	-9	i	-5
CC(NC(=O)Cn1cc2c(n1)CCCCC2)c1ccccc1 (stereo not given)	-3	4	4	0	-0.5	0	12	i	0
O=C(NCC1CCCO1)C1CCN(C2CCN(C(=O)C3CCCCC3)CC2)CC1 (stereo not given)	-7	4	-12	-2	0.6	-4	8	i	0
Cn1c(=O)oc2cc(S(=O)(=O)NCCN3CCN(c4ccccc4)CC3)ccc21	2	-4	-1	-4	0.2	-3	7	i	0
COc1ccccc1C(=O)N1CCN(c2ccc(N3CCOCC3)nn2)CC1	-4	1	6	0	0.8	-2	7	i	-3
Clc1ccc2nc(C(Cl)(Cl)Cl)[nH]c2c1	-6	1	-17	-4	-1.2	-4	11	i	-4
CC(=O)Nc1ccccc1NC(=O)C/C(C)=N/NC(=O)c1cccnc1	-6	-2	1	1	0.0	-1	-7	i	2
